NadD block: blocks S. aureus nicotinate mononucleotide adenylyltransferase. purified NadD enzyme, colorimetric absorbance read-out. inhibition, % at 20 µM. actives 0.78% (n = 360,000). AID 602399; in the data active = inhibition above about 26%; also: some compounds past the cut are filed as inactive
Scp1 inh: inhibitors of human Scp-1 phosphatase; Recombinant Scp1, phosphopeptide, malachite green phosphate absorbance; actives 0.88% (n = 340,000); inhibition, % at 20 µM;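 active = inhibition above about 50% at 20 µM, limit read from the data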;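 also: plate controls were DMSO wells with enzyme for no effect and wells lacking enzyme for full effect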
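Times: enzyme reaction 45 min at room temperature, colour 5 min, stabilisation 30 min. Material: SCP-1 catalytic fragment, aa 76-261. Medium: Acidic Tris acetate buffer with magnesium and detergent. Signal: colorimetric free-phosphate detection, absorbance 630 nm. Read-out basis: % inhibition of SCP-1 phosphate liberation. Reagent: Phosphorylated 17-residue peptide substrate.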
STEP block: inhibitors of human striatal-enriched phosphatase STEP; actives 0.25% (n = 360,000); inhibition, % at 20 µM; recombinant STEP, OMFP fluorogenic substrate, fluorescence;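 active = inhibition at 20 µM, scaled per plate between control wells, above about 37%, limit read from the data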;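 also: 0% = DMSO with enzyme and substrate and 100% = substrate only without enzyme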
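material = STEP tyrosine phosphatase | reagent = fluorogenic phosphatase substrate OMFP at 25 µM final | doses = single compound dose of 20 µM, 1% DMSO final | schedule = 20 min reaction, room temperature, in the dark | measured by = fluorescence, 480/540 nm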
CendR NRP1 mod: NRP-1/CendR interaction modulation. O14786. FAM-RPARPAR peptide binding to NRP-1, fluorescence polarization. inhibition, % at 25 µM. actives 0.85% (n = 360,000). AID 602438;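 active = inhibition or corrected inhibition above about 18%, plus a signal ratio from 0.5 to 1.5, limit read from the data, passing the limit was not always enough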; also: strong numbers were not always called active
Target sequence (O14786 whole entry, looked up): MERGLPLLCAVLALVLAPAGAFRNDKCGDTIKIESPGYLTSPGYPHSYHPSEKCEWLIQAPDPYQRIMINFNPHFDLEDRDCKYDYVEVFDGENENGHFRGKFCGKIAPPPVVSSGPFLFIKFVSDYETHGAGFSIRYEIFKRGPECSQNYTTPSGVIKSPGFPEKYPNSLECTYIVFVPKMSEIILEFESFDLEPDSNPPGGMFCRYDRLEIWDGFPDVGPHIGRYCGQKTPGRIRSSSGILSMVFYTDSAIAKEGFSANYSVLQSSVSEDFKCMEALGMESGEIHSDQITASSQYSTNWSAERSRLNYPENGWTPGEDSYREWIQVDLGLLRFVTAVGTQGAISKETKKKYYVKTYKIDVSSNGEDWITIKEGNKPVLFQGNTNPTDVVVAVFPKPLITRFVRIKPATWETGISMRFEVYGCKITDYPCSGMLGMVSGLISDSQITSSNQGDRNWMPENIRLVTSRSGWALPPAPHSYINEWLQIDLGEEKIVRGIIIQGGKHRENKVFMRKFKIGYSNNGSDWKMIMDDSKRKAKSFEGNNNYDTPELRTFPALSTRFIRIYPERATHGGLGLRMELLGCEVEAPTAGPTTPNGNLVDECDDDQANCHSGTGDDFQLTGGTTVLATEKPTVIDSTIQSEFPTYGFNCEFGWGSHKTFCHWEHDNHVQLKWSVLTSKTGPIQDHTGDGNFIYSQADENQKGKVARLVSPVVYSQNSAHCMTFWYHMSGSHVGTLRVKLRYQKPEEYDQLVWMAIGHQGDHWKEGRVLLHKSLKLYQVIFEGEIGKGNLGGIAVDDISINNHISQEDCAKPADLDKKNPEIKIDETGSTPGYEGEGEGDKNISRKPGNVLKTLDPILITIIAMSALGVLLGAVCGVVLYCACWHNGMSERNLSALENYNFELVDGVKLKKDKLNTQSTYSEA
SKN-1 inh: inhibitors of C. elegans SKN-1; AID 624304; actives 0.49% (n = 360,000); C. elegans VP596 Pgst-4::GFP/RFP ratio, acrylamide-induced, 24 h; inhibition, % at 21.8 µM;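 active = interference check ratio from 0.5 to 1.5 plus GFP to RFP signal ratio inhibition reaching or exceeding a fixed threshold, cut at about 30% in these data, passing the limit was not always enough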; also: some compounds called inactive have numbers as strong as hits
DNMT1 block: inhibitors of human DNMT1 | P26358 | DNMT1 molecular beacon, Hinp1I cleavage, fluorescence | inhibition (reported as % activation of signal), % at 10 µM | actives 0.83% (n = 360,000); in the data active = inhibition above about 50%
MT1-MMP act inh: blocks activation of human MT1-MMP; P50281; HT1080 RFP-PRO-GFP cells, GFP/RFP ratio fluorescence, overnight; percent of plate control window, DMSO zero; GFP/RFP ratio change, % at 20 µM; actives 0.061% (n = 360,000);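 active = GFP/RFP ratio change of at least 30% with cell ATP level not reduced by more than half and red fluorescence within 50% of control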; also: strong numbers were not always called active
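Assay system: HT1080 cells carrying an RFP-PRO-GFP reporter | Dosing: Single dose of 20 µM compound, 1% DMSO final | Incubation: Cells overnight before dosing, compound overnight, 37 °C, 5% CO2 | Evaluation: GFP/RFP fluorescence ratio | Control set: DMSO and RFP-L50D-GFP cell wells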
Rpn11 inh: inhibitors of human proteasome Rpn11; actives 0.59% (n = 360,000); O00487; calls only at 20 µM; human 26S proteasome, Ub4-pepOG fluorescence polarization; 20S core pre-blocked with epoxomicin;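 active = inhibition at 20 µM, scaled to each plate's controls, above about 33%, limit read from the data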
LMPTP block: blocks human LMPTP phosphatase; actives 0.22% (n = 360,000); P24666; recombinant LMPTP-A, OMFP fluorogenic substrate, fluorescence intensity; AID 651560; inhibition, % at 20 µM;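 active = compounds that cut the enzyme signal by at least half of the control window in the single-dose screen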;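 also: plate controls were DMSO wells with enzyme plus substrate for no effect and substrate without enzyme for full effect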
Target sequence (P24666 whole entry, looked up): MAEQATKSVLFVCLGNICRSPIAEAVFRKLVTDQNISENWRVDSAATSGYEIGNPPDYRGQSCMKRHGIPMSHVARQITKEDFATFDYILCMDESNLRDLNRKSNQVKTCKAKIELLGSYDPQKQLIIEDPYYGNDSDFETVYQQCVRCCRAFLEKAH
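Assay system: LMPTP-A enzyme. Input: 0.625 nM LMPTP-A final. Probe or stimulus: 400 µM OMFP. Compound dosing: single 20 µM dose. Schedule: 50 min dark incubation at room temperature. Detection: fluorescence intensity of OMFP turnover product. Read-out: percent inhibition versus substrate-only and uninhibited controls. Benchmarks: no-enzyme low control, uninhibited high control.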
SUMO1 PPI mod: SUMO1-SIM interaction modulation | AID 602429 | SUMO1 binding to a labelled peptide, TR-FRET, 1 h | inhibition, % at 20 µM | actives 0.33% (n = 360,000) | P63165; in the data active = inhibition above about 37%
Numbers without * were called inactive; i = inactive; x = not tested or not shown; & = joins results of further samples.

SKN-1 inh,LMPTP block,DNMT1 block,Scp1 inh,SUMO1 PPI mod,CendR NRP1 mod,Rpn11 inh,STEP block,molecule,MT1-MMP act inh,NadD block
4,-1.1,2,-5,0,-4,i,4,COc1ccc(Br)cc1CNc1ccc(S(N)(=O)=O)cc1,1,-1
-9,-0.2,8,-11,2,10,i,-2,CCc1ccc(S(=O)(=O)NCC(O)COc2ccc(OC)cc2)cc1 (stereo not given),-1,-6
-18,14,2,x,108*,8,i,3,C[C@@H]1CN([C@H](C)CO)C(=O)CCCn2cc(nn2)CO[C@H]1CN(C)C(=O)Nc1ccnc(N2CCOCC2)c1,0,-8
9,5.1,-7,1,8,13,i,3,Cc1[nH]c2ccc(C(=O)N3CCN(c4cccc(Cl)c4)CC3)cc2c1C,0,4
20,-0.6,-1,-3,-1,2,i,-1,COc1cc(OC)cc(C(=O)Nc2cc(NC(=O)c3ccco3)ccc2OC)c1,2,1
8,-0.6,38,20,-13,45*,i,3,CCC1(O)C(=O)OCc2c1cc1n(c2=O)Cc2cc3cc(O)ccc3nc2-1 (stereo not given),-41,1
7,-0.1,-7,-1,2,6,i,12,COC(=O)CC1C(=O)NCCN1C(=O)CSc1nc2ccccc2s1 (stereo not given),-3,1
-16,-1.8,-2,-8,4,-1,i,-1,COC(=O)c1cc(-c2ccccc2)n[nH]1,-2,-3
16,3.5,0,5,2,2,i,1,COc1ccc(-c2ccc3oc(-c4ccsc4)cc(=O)c3c2)cn1,6,-5
-12,3.2,-2,-13,3,-3,i,2,CCOc1ccc(NC(=S)N(Cc2ccc(Cl)cc2)Cc2ccco2)cc1,-5,-2
7,-1.2,5,-6,0,9,i,-1,CCOc1cc2[nH]c(=S)n(CCCC(=O)NCc3ccco3)c(=O)c2cc1OCC,-1,2
-9,1.5,-5,-8,7,5,i,-4,CC(OC(=O)c1cc(S(=O)(=O)Nc2ccc(F)cc2)ccc1Cl)C(=O)Nc1ccc2c(c1)OCCO2 (stereo not given),0,-6
-2,-0.8,2,-5,-2,6,i,-2,CC(C)C(=O)OCC(=O)NCc1ccccc1Cl,4,-2
-14,-1.9,2,-2,-2,-7,i,4,O=C(c1ccccc1)N1CCN(C2CCCCCC2)CC1,3,2
-2,0.9,-9,-3,36,-9,i,2,COc1ccccc1OCC(=O)Nc1ccc(-c2nnc(-c3ccco3)o2)cc1,3,3
5,-0.7,1,-8,0,-9,i,-2,O=C(Nc1c2c(nn1-c1ccc(F)cc1)CS(=O)(=O)C2)C12CC3CC(CC(C3)C1)C2,5,-1
1,-1.1,2,-12,5,1,i,-2,NC(=O)C1CCN(CC(O)CSc2ccc(F)cc2)CC1 (stereo not given),1,-6
8,-0.5,1,-8,-3,-5,i,0,Cc1ccc(N=C2SCCCN2C(=O)c2cccc(N3C(=O)CCC3=O)c2)cc1Cl,3,1
21,-1.3,0,-4,2,-5,i,-4,CC(C)Oc1cccc(C(=O)C2CCCN(C(=O)c3cncs3)C2)c1 (stereo not given),5,-5
12,-0.1,-1,-5,8,9,i,0,CCN(Cc1nc(-c2ccc(OC)c(OC)c2)no1)C(=O)c1ccoc1C,1,1
0,3.0,1,-4,5,12,i,0,CN(C(=O)c1cccc(C(F)(F)F)c1)C1CCCc2ccccc21 (stereo not given),-3,-1
-3,1.1,1,0,5,-9,i,0,COc1ccccc1Nc1ncc(C(=O)N2CCN(Cc3ccc(OC)c(OC)c3OC)CC2)c2ccccc12,5,-1
11,1.3,-5,-7,0,-1,i,-4,COc1ccc(CCN2C(=O)CC(Cc3cccc(C)c3)C2=O)cc1OC (stereo not given),-3,1
9,1.5,-2,6,1,1,i,2,COC(=O)c1c(NC(=O)CN2CCN(c3cccc(Cl)c3)CC2)sc(C)c1C,-2,3
0,0.9,2,x,-2,-5,i,-2,COc1cc(C(O)c2nc(-c3ccc(F)cc3OC)cs2)ccc1F (stereo not given),0,0
7&7,1.3&-0.3,0&-1,-6&-9,-8&-13,30*,i,-4&1,CN1Cc2c(N)cccc2C(c2ccccc2)C1 (stereo not given),-13&-13,4&2
1,17,59*,-8,7,-41,i,1,O=C(Nc1cccc(N2CCCC2)c1)c1cccs1,-3,30
4,-1.0,2,2,1,8,i,-3,CC(C)C(=O)Nc1ccccc1Cc1ccccc1,5,2
-3,0.3,17,-8,0,1,i,-1,CCN(CC)C1=CC(=O)OC12CCCCC2,1,2
12,-1.6,10,-4,-4,1,i,-6,O=c1[nH]c(Cc2cccs2)nc2ccccc12,-2,-5

SKN-1 inh,LMPTP block,DNMT1 block,Scp1 inh,SUMO1 PPI mod,CendR NRP1 mod,Rpn11 inh,STEP block,molecule,MT1-MMP act inh,NadD block
-2,-1.1,1,-5,0,5,i,2,CC(=O)N1CCN(C(=O)C2(NC(=O)Nc3cccc(F)c3)CCCCC2)CC1,1,-3
9,-2.7,-1,-3,-3,0,i,-3,CN1CCN(C(=S)NC(=O)/C=C/c2ccccc2)CC1,1,1
-4,-2.0,-1,-2,0,14,i,-1,CC(C)(C)NC(=O)Cn1c(-c2nonc2N)nc2ccccc21,3,-3
-2,0.8,0,4,3,-11,i,4,Cc1cccn2c(CN(C)C3CCOC3)c(C(=O)N3CCCCC3)nc12 (stereo not given),-1,0
8,1.1,4,-1,-1,-5,i,4,O=C1/C(=C2\C(=O)N(Cc3ccc(F)cc3)c3ccccc32)SC(=S)N1CCS(=O)(=O)O,-2,15
8,-1.9,1,-7,-3,-1,i,7,NC(=O)CSc1nc2ccccc2c(=O)n1Cc1ccco1,0,3
7,-0.4,2,-8,1,13,i,2,CCC(C)N(C(=O)COC(=O)C1C(C(=O)OC)=C(C)NC(C)=C1C(=O)OC)C1CCS(=O)(=O)C1 (stereo not given),1,1
4,-1.2,-2,-7,9,-3,i,-1,COc1ccc(C(CNC(=O)CCNS(=O)(=O)c2ccc(C)cc2)N2CCOCC2)cc1 (stereo not given),-2,-2
-6,-3.2,1,-13,2,0,i,-1,Cc1ccc(C(=O)NCc2ccccn2)cc1S(=O)(=O)N1CCOCC1,-6,-5
4,-1.0,2,0,-48,-9,i,0,COc1ccc(NC(=O)C2CCCN2S(=O)(=O)c2cccc3nsnc23)c(OC)c1 (stereo not given),0,-2
16,-0.5,3,7,17,11,i,1,Cn1c(=S)c2[nH]c(SCC3CCCO3)nc2n(C)c1=O (stereo not given),2,0
-5,-0.6,-2,-5,2,5,i,10,COc1ccc(CN2CCNC(=O)C2CC(=O)NCCc2nc(C)c3c(n2)CCC3)cc1C (stereo not given),-2,0
14,0.4,-1,-2,4,2,i,-1,Cc1cccc(C)c1OCc1cc(C(=O)NCC2COCCO2)no1 (stereo not given),-4,1
1,-0.3,0,-4,-5,-4,i,-3,CC1=C(C(=O)OCC(C)C)C23C(=O)c4ccccc4C2(O1)OC(N)=C3C#N (stereo not given),11,2
3,-0.8,5,-6,5,12,i,-2,COc1ccc(OCC(=O)NS(=O)(=O)c2ccc(Cl)cc2)cc1,-1,-3
7,-0.9,14,-2,-3,-14,i,3,Cc1cccc(NC(=O)C2CC(=O)N/C(=N/N=C/c3ccco3)S2)c1 (stereo not given),6,1
15,0.2,5,-12,2,-11,i,0,COC(=O)c1c(NC(=S)Nc2ccccc2Cl)sc(C)c1C,7,-3
-11,-1.9,0,0,0,-6,i,1,CC(C)(C)S(=O)N1Cc2cc(=O)n(Cc3ccccc3)c(CCO)c2[C@@H]1CCO (stereo not given in full),-1,4
10,1.9,-5,-8,1,-16,i,-6,CCCc1ccc(NC(C)C(=O)Nc2ccc(S(=O)(=O)N3CCOCC3)cc2)cc1 (stereo not given),2,-4
-31,-1.3,8,x,1,3,i,-1,CC1=C(C(=O)N2CCOCC2)CC(CC(=O)NC2CCCC2)C(=O)N1Cc1ccccc1 (stereo not given),1,0

Some of the entries above, set out differently.
SKN-1 inh | LMPTP block | DNMT1 block | Scp1 inh | SUMO1 PPI mod | CendR NRP1 mod | Rpn11 inh | STEP block | MT1-MMP act inh | NadD block | compound
-4 | -2.0 | -1 | -2 | 0 | 14 | i | -1 | 3 | -3 | CC(C)(C)NC(=O)Cn1c(-c2nonc2N)nc2ccccc21
-2 | 0.8 | 0 | 4 | 3 | -11 | i | 4 | -1 | 0 | Cc1cccn2c(CN(C)C3CCOC3)c(C(=O)N3CCCCC3)nc12 (stereo not given)
8 | 1.1 | 4 | -1 | -1 | -5 | i | 4 | -2 | 15 | O=C1/C(=C2\C(=O)N(Cc3ccc(F)cc3)c3ccccc32)SC(=S)N1CCS(=O)(=O)O
8 | -1.9 | 1 | -7 | -3 | -1 | i | 7 | 0 | 3 | NC(=O)CSc1nc2ccccc2c(=O)n1Cc1ccco1
7 | -0.4 | 2 | -8 | 1 | 13 | i | 2 | 1 | 1 | CCC(C)N(C(=O)COC(=O)C1C(C(=O)OC)=C(C)NC(C)=C1C(=O)OC)C1CCS(=O)(=O)C1 (stereo not given)
4 | -1.2 | -2 | -7 | 9 | -3 | i | -1 | -2 | -2 | COc1ccc(C(CNC(=O)CCNS(=O)(=O)c2ccc(C)cc2)N2CCOCC2)cc1 (stereo not given)
-6 | -3.2 | 1 | -13 | 2 | 0 | i | -1 | -6 | -5 | Cc1ccc(C(=O)NCc2ccccn2)cc1S(=O)(=O)N1CCOCC1
4 | -1.0 | 2 | 0 | -48 | -9 | i | 0 | 0 | -2 | COc1ccc(NC(=O)C2CCCN2S(=O)(=O)c2cccc3nsnc23)c(OC)c1 (stereo not given)
16 | -0.5 | 3 | 7 | 17 | 11 | i | 1 | 2 | 0 | Cn1c(=S)c2[nH]c(SCC3CCCO3)nc2n(C)c1=O (stereo not given)
-5 | -0.6 | -2 | -5 | 2 | 5 | i | 10 | -2 | 0 | COc1ccc(CN2CCNC(=O)C2CC(=O)NCCc2nc(C)c3c(n2)CCC3)cc1C (stereo not given)
14 | 0.4 | -1 | -2 | 4 | 2 | i | -1 | -4 | 1 | Cc1cccc(C)c1OCc1cc(C(=O)NCC2COCCO2)no1 (stereo not given)
1 | -0.3 | 0 | -4 | -5 | -4 | i | -3 | 11 | 2 | CC1=C(C(=O)OCC(C)C)C23C(=O)c4ccccc4C2(O1)OC(N)=C3C#N (stereo not given)
3 | -0.8 | 5 | -6 | 5 | 12 | i | -2 | -1 | -3 | COc1ccc(OCC(=O)NS(=O)(=O)c2ccc(Cl)cc2)cc1

Screens deposited in PubChem by Sanford-Burnham Center for Chemical Genomics.
